Compound activity: PubChem, several laboratories
XIAP displacement: XIAP antagonists, biochemical, IAP family, fluorescence polarization (AID 1018) | XIAP BIR domain, fluorescence polarization peptide displacement; higher % means a stronger effect | 0.007% of 200,000 active | one-dose displacement, % at 20 µM; IC50 in µM for titrated hits; in the data active = displacement above about 50%; note: a part of the inactive calls stands beside numbers as strong as those of hits
PMI inhibitors: inhibitors of human PMI, primary screen, biochemical, fluorescence intensity, coupled assay (AID 1209). purified PMI enzyme, coupled fluorescence intensity; higher % means a stronger effect. inhibition, % at 20 µM; hits with a dose series show IC50 in µM. 0.42% of 190,000 active;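 note: plate controls were DMSO vehicle for no effect and wells lacking substrate for full effect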
WT yeast gro inh: growth inhibition of WT yeast, mitochondrial fusion screen; mitochondrial fusion phenotypic screen, WT strain; inhibition, % at 10 µM; 2.1% of 190,000 active; AID 1362; in the data active = inhibition above about 58%; tested in S. cerevisiae
Yfh1-depleted yeast: mitochondrial function rescue without frataxin homolog – Friedreich's ataxia, plus single-dose screen, dose response (AID 1465); S. cerevisiae Yfh1-off respiration, WST-1 reduction, 72 h; higher fold induction means a stronger effect; fold induction at 50 µM; hits with a dose series show EC50 in µM; 0.074% of 220,000 active;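 active = fold induction of absorbance versus untreated yeast above a set limit, then at least 30% activation at any dose in follow-up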;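 note: activators that raise dye reduction in frataxin-depleted yeast; strong numbers were not always called active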
LYP inhibition: inhibitors of LYP phosphatase, biochemical, fluorescence intensity, uHTS (AID 1779); one-dose inhibition, % at 11.5 µM; IC50 in µM for titrated hits; 0.054% of 290,000 active; recombinant LYP phosphatase, fluorescence intensity; higher % means a stronger effect;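 note: plate controls were vehicle with enzyme for no effect and no enzyme for full effect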
PMI inhibition: human PMI inhibitors, high substrate, primary screen, biochemical, fluorescence intensity, high mannose 6-phosphate (AID 1220); inhibition, % at 20 µM; hits with a dose series show IC50 in µM; 0.66% of 190,000 active; recombinant PMI enzyme, coupled fluorescence intensity; higher % means a stronger effect
M1AAP inhibition: P. falciparum M1AAP inhibitors, biochemical, fluorogenic H-Leu-NHMec substrate, 1536-well (AID 1445). recombinant M1AAP, H-Leu-NHMec fluorogenic kinetic assay; higher % means a stronger effect. inhibition, % at 30 µM; hits with a dose series show IC50 in µM. 0.42% of 220,000 active;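 active = primary inhibition above the hit cutoff, then over 50% inhibition at one or more dose response concentrations, cut at about 23% in these data, passing the limit was not always enough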;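 note: plate controls were DMSO full reaction for no effect and no enzyme background for full effect; strong numbers were not always called active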
P. falciparum M17LAP: P. falciparum M17LAP inhibitors, primary screen, biochemical, fluorogenic H-Leu-NHMec substrate, 1536-well (AID 1619) | 0.38% of 220,000 active | inhibition, % at 30 µM; hits with a dose series show IC50 in µM | recombinant M17LAP, H-Leu-NHMec fluorogenic kinetic assay; higher % means a stronger effect;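 active = compound inhibiting the enzyme by more than half at any dose during confirmatory dose-response retesting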;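 note: plate controls were full reaction with DMSO carrier for no effect and no enzyme background for full effect; strong numbers were not always called active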
TNAP activators: human TNAP enzyme activators, primary screen, biochemical, luminescent, no phosphate acceptor, uHTS (AID 1001); activation fold at 20 µM, or EC50 in µM where a hit was titrated; purified TNAP, luminescent activation assay, no phosphate acceptor; higher activation fold means a stronger effect; 0.03% of 200,000 active; in the data active = activation fold from about 3, or a potency from the dose series; inactive = the rest, 99 in 100 with activation fold below about 1.6; note: many of its hits are not listed in these tables
WT yeast gro inh mutant strain: further read-out of WT yeast gro inh, marked with its call; inhibition, %; mitochondrial fusion phenotypic screen, mutant strain inhibition
Active calls of the source: *. Cut-off read from the data, not from the text of the source, unless noted: active = inhibition above about 50%; inactive = the rest.

`CCn1c(=O)cc(OCC(=O)N2CCN(c3cccc(C(F)(F)F)c3)CC2)c2ccccc21` gave XIAP displacement -3.2%, PMI inhibitors 17.6%, WT yeast gro inh -0.5, Yfh1-depleted yeast inactive, LYP inhibition 0.2%, PMI inhibition 21.6%, M1AAP inhibition 8.6%, P. falciparum M17LAP 7.3%, TNAP activators 1 and WT yeast gro inh mutant strain -0.1.
For CCOC(=O)c1ccc(N2C(=O)CC(N3CCC(O)(c4ccc(Cl)cc4)CC3)C2=O)cc1 (stereo not given) the results were XIAP displacement 0.4%, PMI inhibitors 2.8%, WT yeast gro inh 6.7, LYP inhibition -7.2%, PMI inhibition 2.3%, M1AAP inhibition -2.5%, P. falciparum M17LAP 5.9%, TNAP activators 1.1 and WT yeast gro inh mutant strain 3.8.
Screening COc1ccc(CSC(=N)N)cc1[N+](=O)[O-] returned XIAP displacement -8.8%, PMI inhibitors 8.1%, WT yeast gro inh -13.2, Yfh1-depleted yeast inactive, LYP inhibition -4.3%, PMI inhibition 5.1%, M1AAP inhibition 2.0%, P. falciparum M17LAP 9.2%, TNAP activators 0.7 and WT yeast gro inh mutant strain 2.4.
`Cc1ccc(S(=O)(=O)C(C#N)c2nc3ccccc3nc2N2CCN(C)CC2)cc1` (stereo not given) gave XIAP displacement -1.7%, PMI inhibitors 0.3%, WT yeast gro inh -12.0, Yfh1-depleted yeast inactive, LYP inhibition -12.7%, PMI inhibition 20.2%, M1AAP inhibition 10.6%, P. falciparum M17LAP 5.9%, TNAP activators 1 and WT yeast gro inh mutant strain -15.7.
`Cc1cccc(NC(=O)Nc2ccc([N+](=O)[O-])cc2)n1` gave XIAP displacement -4.3%, PMI inhibitors -7.1%, WT yeast gro inh -5.2, Yfh1-depleted yeast inactive, LYP inhibition -7.7%, PMI inhibition -7.3%, M1AAP inhibition 3.6%, P. falciparum M17LAP 0.0%, TNAP activators 1.1 and WT yeast gro inh mutant strain 2.2.
C/C(=N\NC(=O)CC#N)c1cc2ccccc2oc1=O was read as XIAP displacement -3.6%, PMI inhibitors -18.2%, WT yeast gro inh -9.8, Yfh1-depleted yeast inactive, LYP inhibition -7.2%, PMI inhibition -25.5%, M1AAP inhibition 7.8%, P. falciparum M17LAP 17.6%, TNAP activators 0.9 and WT yeast gro inh mutant strain -12.8.
Screening Cc1ccc(NC(=O)CSc2nnc(-c3cccs3)o2)cc1S(=O)(=O)N1CCCCC1 returned XIAP displacement 1.0%, PMI inhibitors 5.2%, WT yeast gro inh -7.7, Yfh1-depleted yeast inactive, LYP inhibition -7.0%, PMI inhibition 4.5%, M1AAP inhibition 13.5%, P. falciparum M17LAP 6.2%, TNAP activators 1.3 and WT yeast gro inh mutant strain 7.7.
`CCOc1ccc(-c2nc(N)ncc2Oc2cccc(OC)c2)c(O)c1` gave XIAP displacement -3.7%, PMI inhibitors -2.3%, WT yeast gro inh 10.8, Yfh1-depleted yeast inactive, LYP inhibition 2.0%, PMI inhibition -3.4%, M1AAP inhibition 3.0%, P. falciparum M17LAP 3.8%, TNAP activators 1.1 and WT yeast gro inh mutant strain -1.7.
Screening CC(C)C(=O)N1CCC(c2nc(-c3ccc(S(=O)(=O)N4CCCC4)cc3)no2)CC1 returned XIAP displacement -4.5%, PMI inhibitors -5.6%, WT yeast gro inh -9.9, Yfh1-depleted yeast inactive, LYP inhibition -7.9%, PMI inhibition -1.3%, M1AAP inhibition -6.0%, P. falciparum M17LAP -8.0%, TNAP activators 1 and WT yeast gro inh mutant strain -8.0.
For O=C(CN1CCCN(Cc2ccc(F)cc2Cl)C1=O)NC1CCCC1 the results were XIAP displacement -8.4%, PMI inhibitors -13.5%, WT yeast gro inh -11.3, Yfh1-depleted yeast inactive, LYP inhibition 2.1%, PMI inhibition -15.7%, M1AAP inhibition 2.6%, P. falciparum M17LAP 9.3%, TNAP activators 1 and WT yeast gro inh mutant strain -1.9.

Random excerpt: 2 entries already listed
Screening Cc1ccc(NC(=O)CSc2nnc(-c3cccs3)o2)cc1S(=O)(=O)N1CCCCC1 returned XIAP displacement 1.0%, PMI inhibitors 5.2%, WT yeast gro inh -7.7, Yfh1-depleted yeast inactive, LYP inhibition -7.0%, PMI inhibition 4.5%, M1AAP inhibition 13.5%, P. falciparum M17LAP 6.2%, TNAP activators 1.3 and WT yeast gro inh mutant strain 7.7.
`Cc1ccc(S(=O)(=O)C(C#N)c2nc3ccccc3nc2N2CCN(C)CC2)cc1` (stereo not given) gave XIAP displacement -1.7%, PMI inhibitors 0.3%, WT yeast gro inh -12.0, Yfh1-depleted yeast inactive, LYP inhibition -12.7%, PMI inhibition 20.2%, M1AAP inhibition 10.6%, P. falciparum M17LAP 5.9%, TNAP activators 1 and WT yeast gro inh mutant strain -15.7.

Remaining list, next part:
O=C(CCC1CCCC1)N1CCN(C(=O)c2cccnc2)CC1 was read as XIAP displacement -3.4%, PMI inhibitors -6.2%, WT yeast gro inh -3.0, Yfh1-depleted yeast inactive, LYP inhibition 0.3%, PMI inhibition -8.8%, M1AAP inhibition -0.9%, P. falciparum M17LAP -0.5%, TNAP activators 1 and WT yeast gro inh mutant strain -4.8.
Screening O=C(NN=C1CCCCCCCCCCC1)c1cccc(S(=O)(=O)N2CCOCC2)c1 returned XIAP displacement 0.7%, PMI inhibitors -1.2%, WT yeast gro inh -8.9, Yfh1-depleted yeast inactive, LYP inhibition -4.5%, PMI inhibition 1.5%, M1AAP inhibition -0.6%, P. falciparum M17LAP -0.9%, TNAP activators 1 and WT yeast gro inh mutant strain -9.3.
For O=C(CN1CCN(C(c2ccccc2)c2ccccc2)CC1)NCc1ccccc1 the results were XIAP displacement -3.7%, PMI inhibitors 1.2%, WT yeast gro inh 18.0, Yfh1-depleted yeast inactive, LYP inhibition 3.9%, PMI inhibition -6.2%, M1AAP inhibition 3.1%, P. falciparum M17LAP 10.4%, TNAP activators 1.1 and WT yeast gro inh mutant strain -0.6.
For O=C(c1ccc(OC2CCN(C(=O)C3CC3)CC2)cc1)N(CCO)Cc1ccccc1 the results were Yfh1-depleted yeast inactive, LYP inhibition -8.0%, M1AAP inhibition -1.0% and P. falciparum M17LAP -1.0%.
O=C(CN(Cc1ccc2c(c1)OCO2)C(=O)c1cnsn1)NC1CCCC1 was read as XIAP displacement -2.4%, PMI inhibitors -8.1%, WT yeast gro inh 16.3, Yfh1-depleted yeast inactive, LYP inhibition -0.4%, PMI inhibition 3.8%, M1AAP inhibition 4.6%, P. falciparum M17LAP -8.8%, TNAP activators 1 and WT yeast gro inh mutant strain -8.4.
For CCC(=O)Nc1ccc(N2CCN(C(=O)c3cccs3)CC2)cc1 the results were XIAP displacement -2.1%, PMI inhibitors 14.9%, WT yeast gro inh 4.0, Yfh1-depleted yeast inactive, LYP inhibition -6.1%, PMI inhibition 21.4%, M1AAP inhibition 4.2%, P. falciparum M17LAP 1.7%, TNAP activators 1 and WT yeast gro inh mutant strain -0.5.
For COC(=O)CCC(=O)Nc1cccc(Cl)c1 the results were XIAP displacement -4.0%, PMI inhibitors -2.3%, WT yeast gro inh -10.6, Yfh1-depleted yeast inactive, LYP inhibition 4.2%, PMI inhibition 4.7%, M1AAP inhibition -1.1%, P. falciparum M17LAP 15.5%, TNAP activators 1 and WT yeast gro inh mutant strain 5.3.
`Cc1cccc(CSCc2nnc(N)s2)c1` gave XIAP displacement 1.4%, PMI inhibitors 9.4%, WT yeast gro inh 1.6, Yfh1-depleted yeast inactive, LYP inhibition -0.6%, PMI inhibition 13.8%, M1AAP inhibition -1.4%, P. falciparum M17LAP -3.9%, TNAP activators 1 and WT yeast gro inh mutant strain 5.9.
COc1ccc2c(C)cc(SC3CCOC3=O)nc2c1 (stereo not given) was read as XIAP displacement -12.5%, PMI inhibitors 2.4%, WT yeast gro inh -6.6, Yfh1-depleted yeast inactive, LYP inhibition -2.1%, PMI inhibition 5.5%, M1AAP inhibition -5.5%, P. falciparum M17LAP 6.5%, TNAP activators 1.1 and WT yeast gro inh mutant strain -11.6.
For CCc1nc(N2CCN(Cc3ccc4c(c3)OCO4)CC2)c2oc3ccccc3c2n1 the results were XIAP displacement -12.5%, PMI inhibitors 1.8%, WT yeast gro inh -23.8, Yfh1-depleted yeast inactive, LYP inhibition 1.4%, PMI inhibition -1.9%, M1AAP inhibition 5.9%, P. falciparum M17LAP 12.3%, TNAP activators 1.1 and WT yeast gro inh mutant strain 7.7.
For S=c1[nH]nc(-c2ccncc2)n1/N=C/c1ccccc1 the results were XIAP displacement -17.3%, PMI inhibitors 11.5%, WT yeast gro inh -22.9, Yfh1-depleted yeast inactive, LYP inhibition -9.9%, PMI inhibition 5.1%, M1AAP inhibition -0.7%, P. falciparum M17LAP -2.7%, TNAP activators 0.9 and WT yeast gro inh mutant strain -6.2.
`CC1CCC(C(C)C)C(OC(=O)C[n+]2cccc(C(N)=O)c2)C1` (stereo not given) gave XIAP displacement -6.3%, PMI inhibitors -4.6%, WT yeast gro inh 2.5, Yfh1-depleted yeast inactive, LYP inhibition -6.1%, PMI inhibition -2.8%, M1AAP inhibition 3.0%, P. falciparum M17LAP 3.0%, TNAP activators 1.1 and WT yeast gro inh mutant strain 4.8.
For Cc1ccc(S(=O)(=O)N[C@@H](CC(C)C)C(=O)NCc2ccco2)cc1 the results were XIAP displacement -3.4%, PMI inhibitors 8.1%, WT yeast gro inh 7.3, Yfh1-depleted yeast inactive, LYP inhibition -7.7%, PMI inhibition -0.1%, M1AAP inhibition 1.8%, P. falciparum M17LAP 6.3%, TNAP activators 1.1 and WT yeast gro inh mutant strain 20.9.
CC(N=Cc1cc([N+](=O)[O-])ccc1O)c1ccccc1 (stereo not given) was read as XIAP displacement -9.0%, PMI inhibitors 23.3%, WT yeast gro inh -42.2, Yfh1-depleted yeast inactive, LYP inhibition -5.3%, PMI inhibition 44.3%, M1AAP inhibition 10.3%, P. falciparum M17LAP 32.9%, TNAP activators 1 and WT yeast gro inh mutant strain 2.5.
For O=c1c2ccccc2[nH]c(=S)n1Cc1cccs1 the results were XIAP displacement -5.2%, PMI inhibitors -0.4%, WT yeast gro inh 3.7, Yfh1-depleted yeast inactive, LYP inhibition 1.1%, PMI inhibition 1.7%, M1AAP inhibition 0.3%, P. falciparum M17LAP 6.5%, TNAP activators 1 and WT yeast gro inh mutant strain 7.5.
For CCCCC1(CC(=O)OCC)C(=O)N(c2ccccc2)N(c2ccccc2)C1=O the results were XIAP displacement -3.1%, PMI inhibitors 20.4%, WT yeast gro inh 33.3, Yfh1-depleted yeast inactive, LYP inhibition 0.7%, PMI inhibition 13.2%, M1AAP inhibition -3.8%, P. falciparum M17LAP -12.2%, TNAP activators 1.1 and WT yeast gro inh mutant strain 5.7.
Screening Cc1cccc(C)c1N1C(=O)c2ccccc2C1=O returned XIAP displacement -6.0%, PMI inhibitors -1.0%, WT yeast gro inh 19.1, Yfh1-depleted yeast inactive, LYP inhibition 2.9%, PMI inhibition 3.1%, M1AAP inhibition 1.6%, P. falciparum M17LAP 1.5%, TNAP activators 1.1 and WT yeast gro inh mutant strain 5.8.
O=C(c1ccc2nccnc2c1)N1CCN(Cc2ccc3c(c2)OCO3)CC1 was read as XIAP displacement -0.3%, PMI inhibitors -8.7%, WT yeast gro inh 9.6, Yfh1-depleted yeast inactive, LYP inhibition -5.8%, PMI inhibition -22.9%, M1AAP inhibition 8.3%, P. falciparum M17LAP 14.5%, TNAP activators 1.1 and WT yeast gro inh mutant strain 15.5.
